Screens as filed in PubChem.
COUP-TFII inh – NR2F2 transcriptional activity inhibitors, primary screen, cell-based, luciferase reporter, HEK293T, luminescence; HEK293T NGFI-A luciferase reporter; inhibition, % at 8.6 µM; COUP transcription factor 2 (Homo sapiens), P24468; 0.7% of 370,000 active;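 active = inhibition above a per-plate cutoff, mean inhibition of test wells between control levels plus 3 SD, cut at about 38% in these data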;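 also: cells cotransfected with COUP-TFII expression vector driving the NGFI-A reporter; 0% = median of COUP-TF2 test wells and 100% = reporter-only cells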
MC4R ag barr – MC4R agonists recruiting beta-arrestin, primary screen, cell-based, luminescence, agonist arm of biased-ligand search. activation, % at 8.9 µM. AID 540308, 2011. U2OS MC4R beta-arrestin complementation; percent of melanotan II response, DMSO zero. Melanocortin receptor 4 (Homo sapiens), P32245. 0.98% of 360,000 active;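 active = activation above a per-plate cutoff, the mean activation of sample wells on that plate plus 3 SD, cut at about 8% in these data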
SRC3 inh – SRC3 coactivator transcriptional activity inhibitors, primary screen, cell-based, luminescence; HEK293 GAL4-SRC3 luciferase reporter; 0.17% of 360,000 active; inhibition, % at 3.6 µM; AID 588352, 2011;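 active = inhibition above a per-campaign cutoff, the mean of all compounds plus 3 SD, cut at about 60% in these data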;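 also: 0% = DMSO-treated cells and 100% = gossypol-treated cells at 36 µM; higher means less SRC3-driven luciferase light from the GAL4 reporter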
NR5A2 inv ag – LRH-1 (NR5A2) inverse agonists, primary screen, cell-based, luminescence, HEK293T, StAR-luciferase reporter; Nuclear receptor subfamily 5 group A member 2 (Homo sapiens), O00482; AID 602396, 2012; inhibition, % at 3.6 µM; 0.13% of 360,000 active; LRH-1 transfected, 24 h;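 active = inhibition above the mean inhibition of all tested compounds plus 3 SD, cut at about 73% in these data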;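 also: 0% = DMSO wells and 100% = reporter-only cells lacking LRH-1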
Target sequence (O00482 whole entry, looked up): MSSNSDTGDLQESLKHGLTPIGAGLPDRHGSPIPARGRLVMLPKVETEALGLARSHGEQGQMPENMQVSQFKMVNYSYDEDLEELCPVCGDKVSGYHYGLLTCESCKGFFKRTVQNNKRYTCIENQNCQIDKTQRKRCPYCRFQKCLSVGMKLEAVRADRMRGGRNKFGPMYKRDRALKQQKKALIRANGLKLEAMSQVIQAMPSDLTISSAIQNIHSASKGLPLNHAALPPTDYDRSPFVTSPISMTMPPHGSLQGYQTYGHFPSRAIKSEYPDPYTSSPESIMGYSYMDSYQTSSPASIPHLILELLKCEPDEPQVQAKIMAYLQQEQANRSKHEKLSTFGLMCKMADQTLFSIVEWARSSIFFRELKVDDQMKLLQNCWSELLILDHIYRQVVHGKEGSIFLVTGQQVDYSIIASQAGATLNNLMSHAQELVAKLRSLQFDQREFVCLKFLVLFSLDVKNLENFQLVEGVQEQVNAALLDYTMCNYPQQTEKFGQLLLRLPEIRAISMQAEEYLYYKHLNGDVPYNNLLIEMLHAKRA
EBV LMP1 NFkB – EBV LMP1-driven NF-kappaB luciferase reporter inhibitors, primary screen, cell-based, luminescence, single point; 0.69% of 350,000 active; inhibition, % at 12.5 µM; LMP1-induced NF-kappaB luciferase reporter cells; AID 504558, 2011; in the data active = inhibition above about 41%;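 also: 0% = neutral control wells and 100% = reference inhibitor control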
MC4R antag cAMP – MC4R antagonists of cAMP signaling, primary screen, cell-based, TR-FRET, antagonist arm of biased-ligand search; 0.48% of 360,000 active; inhibition, % at 6.5 µM; MC4R-expressing cells, MTII-stimulated cAMP, LANCE TR-FRET;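 active = inhibition above its plate's cutoff, the mean of tested wells on that plate plus 3 SD, cut at about 29% in these data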;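 also: 0% = Melanotan II alone and 100% = Melanotan II plus saturating MCL0020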
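Test system: U2OS cells stably expressing human melanocortin 4 receptor (MC4R); also added: Melanotan II challenge; compound: 6.5 µM single dose; timing: 30-min compound preincubation, 1-h Melanotan II challenge, 1-h detection, room temperature; signal: Eu-cAMP/anti-cAMP TR-FRET, emission 671 nm; repeats: one well per compound, no replicates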
ABHD5-PLIN5 inh – ABHD5-PLIN5 interaction inhibitors, primary screen, cell lysate, split luciferase complementation, luminescence | Perilipin-5 (Homo sapiens) + 1-acylglycerol-3-phosphate O-acyltransferase ABHD5 (Homo … | Split G. princeps luciferase complementation, 4 h | inhibition, % at 4 µM | 0.78% of 360,000 active | AID 602281, 2012;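 active = inhibition above the mean inhibition across every tested compound plus 3 SD, cut at about 22% in these data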;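 also: 0% = DMSO only wells and the 100% control is not disclosed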
SRC2 inh – inhibition of GAL4-SRC2 driven luciferase reporter, primary screen, SRC2 inhibitor project, cell-based, luminescence; inhibition, % at 9 µM; HEK293 GAL4-SRC2 luciferase reporter; 0.17% of 370,000 active; Nuclear receptor coactivator 2 (Homo sapiens), Q15596; AID 651957, 2012;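 active = inhibition above the mean inhibition of all tested compounds plus 3 SD, set per campaign, cut at about 52% in these data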;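 also: 0% = DMSO treated cells and 100% = cells given Gossypol at 36 µM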
NOD2-RIPK2 inh – NOD2-RIPK2 binding disruptors in cells, primary screen, fluorescence, CHO cells, BLA complementation; CCF4 ratio; 0.38% of 360,000 active; inhibition, % at 4.98 µM; in the data active = inhibition above about 21%;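 also: 0% = vehicle only and 100% = reference blocker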
Target sequence (O43353 whole entry, looked up): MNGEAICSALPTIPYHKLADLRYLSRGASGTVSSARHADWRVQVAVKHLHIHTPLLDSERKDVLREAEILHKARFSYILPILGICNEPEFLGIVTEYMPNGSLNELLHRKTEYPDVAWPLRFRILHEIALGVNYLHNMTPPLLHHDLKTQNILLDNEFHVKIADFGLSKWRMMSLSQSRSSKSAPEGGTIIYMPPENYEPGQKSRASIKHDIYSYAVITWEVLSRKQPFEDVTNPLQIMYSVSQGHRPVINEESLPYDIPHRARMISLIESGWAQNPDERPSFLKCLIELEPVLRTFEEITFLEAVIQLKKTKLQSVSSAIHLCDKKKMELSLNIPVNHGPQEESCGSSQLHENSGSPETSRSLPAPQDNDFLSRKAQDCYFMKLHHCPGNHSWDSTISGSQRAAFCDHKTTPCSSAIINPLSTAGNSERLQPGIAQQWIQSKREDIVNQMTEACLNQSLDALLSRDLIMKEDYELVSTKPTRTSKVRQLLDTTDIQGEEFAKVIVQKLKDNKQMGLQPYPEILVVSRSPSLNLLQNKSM
NCOA1 inh – SRC1 coactivator transcriptional activity inhibitors, primary screen, cell-based, luminescence. Nuclear receptor coactivator 1 (Homo sapiens), Q15788. HEK293 GAL4-SRC1 luciferase reporter. inhibition, % at 3.6 µM. 0.12% of 360,000 active. AID 588354, 2011;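 active = inhibition above the campaign mean plus 3 SD, with each screening campaign given its own cutoff, cut at about 60% in these data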;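 also: 0% = DMSO treated cells and 100% = gossypol at 36 µM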
TLR9-MyD88 block – inhibitors of TLR9-MyD88 association in cells, primary screen, cell-based, CHO, BLA complementation, fluorescence; Toll-like receptor 9 (Homo sapiens) + Myeloid differentiation primary response protein …; CCF4 FRET ratio; inhibition, % at 4.98 µM; 0.21% of 340,000 active;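 active = inhibition above the mean over all tested compounds plus 3 SD, cut at about 21% in these data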;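 also: 0% = DMSO only wells and 100% = clavulanate BLA inhibitor control wells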
* marks the source's active call; other numbers are inactive results; / = no result given. A portion of the library; rates above refer to the full screens.

nr	mol	NCOA1 inh	NR5A2 inv ag	TLR9-MyD88 block	MC4R ag barr	NOD2-RIPK2 inh	ABHD5-PLIN5 inh	SRC2 inh	MC4R antag cAMP	EBV LMP1 NFkB	SRC3 inh	COUP-TFII inh
1	CN(C)S(=O)(=O)Oc1ccc(C(=O)Nc2ccc([N+](=O)[O-])cc2)cc1	13	19	4	1.5	-5	-10	21	1	10	18	12
2	O=C(c1ccc(C(F)(F)F)cc1)C1CCCN(C(=O)CN2C(=O)CSC2=O)C1 (stereo unspecified)	-16	-9	-10	-1.1	-11	-2	-28	3	-15	-26	2
3	COc1ccc(CCNC(=O)C2CCN(S(=O)(=O)N3CCC4(CC3)OCCO4)CC2)cc1OC	-25	2	-17	-3.1	-10	3	-13	2	-8	3	3
4	Clc1ccc(-c2nnc3sc(-c4ccc(Br)o4)nn23)c(Cl)c1	-15	0	-13	0.0	-7	7	-7	19	3	-3	-13
5	CCOc1ccccc1CNC(=O)c1ccc2c(c1)N(CC)CCS2	1	-3	-6	0.6	9	-12	-27	1	0	6	11
6	CN(C)N1C(=O)CC(N2CCCCC2)C1=O (stereo unspecified)	2	13	2	1.9	-9	2	-2	-2	-16	6	-2
7	O=C(NNC(=O)c1cccc(S(=O)(=O)N2CCCCC2)c1)c1ccccc1	5	7	-5	-0.7	9	6	7	3	-5	14	-4
8	C[C@@H]1O[C@@H](O[C@H]2[C@H](O[C@H]3C[C@]4(C)C(C[C@@H](O)C5C([C@]6(C)CC[C@@H](C(C)(C)O)O6)CC[C@]54C)[C@@]4(C)CC[C@H](O)C(C)(C)C34)O[C@H](CO)[C@@H](O)[C@@H]2O)[C@H](O)[C@H](O)[C@H]1O (stereo partly specified)	7	21	4	-1.7	-6	-2	2	4	4	-13	-2
9	CCCS(=O)(=O)N1CCN(Cc2ccccc2C(F)(F)F)CC1	3	7	2	1.7	0	2	-2	-10	-3	-8	-11
10	O=C(CCCN1CCC(c2ccccc2)C1)c1ccc2c(c1)OCCO2 (stereo unspecified)	5	-43	-7	0.5	2	-7	-12	-4	2	16	5
11	CCN(CC)c1ccc(C(=S)N2CCN(c3ccccc3)CC2)cc1	-1	9	2	-1.1	4	1	13	6	-3	4	8
12	Cc1ccc(C)c(S(=O)(=O)N2CCN(C(=O)c3cccn3C)CC2)c1	-6	1	5	0.9	-2	-5	5	5	-1	-12	-10
13	O=S(=O)(NCCc1ccccc1)c1cccc(S(=O)(=O)N2CCOCC2)c1	-14	3	-4	-1.0	0	2	-13	2	-4	18	-4
14	CN(C)CCN(C(=O)c1ccc2c(c1)CCCC2)c1nc2c(F)cccc2s1	-26	-34	-2	-1.2	-4	0	-20	6	1	-27	-17
15	CN1/C(=C\C(=O)COC(=O)Cn2nnc(-c3ccccc3)n2)C(C)(C)c2ccccc21	9	3	-11	-0.9	8	-6	30	14	11	15	10
16	CCCCc1ccc(S(=O)(=O)NC(=O)C2(C)CCN2C(=O)CCc2cccs2)cc1 (stereo unspecified)	-4	-42	/	-2.1	6	-11	-43	5	/	-12	14
17	O=C(NCc1ccccn1)C(=O)NCC1OCCCN1S(=O)(=O)c1ccc(F)cc1 (stereo unspecified)	1	4	-1	-0.7	-13	-3	12	3	5	15	2
18	COc1ccc(Cn2c(=O)sc3ccccc3c2=O)cc1	1	-3	-3	0.8	10	-2	-14	6	-6	-12	-11
19	C=CCn1cc(-c2cccc(Cl)c2)cc(C#N)c1=O	-39	0	-4	0.6	-4	2	-3	5	7	14	7
20	CSc1ccccc1C(=O)Nc1cc([N+](=O)[O-])ccc1C	-9	9	2	-2.3	-13	-3	-14	13	-4	11	19
21	O=C(N/N=C/c1ccoc1)c1cccc([N+](=O)[O-])c1	-3	19	8	-3.0	-3	10	-12	2	3	-3	1
22	CC1CCC(NS(=O)(=O)c2ccc3c(c2)CC(=O)N3)CC1 (stereo unspecified)	1	-3	-9	-3.5	10	2	-15	1	-7	1	17
23	CCCN(Cc1nnc(-c2cccs2)o1)C(=O)CN1C(=O)NC2(CCCCC2C)C1=O (stereo unspecified)	5	-5	2	1.0	-10	4	-10	3	-10	11	-16
24	Cc1ccc2nc(SCc3nnc(-c4ccccc4Br)o3)[nH]c2c1	-4	-4	2	-2.3	-1	-2	-8	2	-1	-4	10
25	COc1ccc(Cl)cc1-c1cc(C(=O)Nc2ccccc2)[nH]n1	-24	-13	/	4.0	-11	8	-23	5	/	-47	-11
26	CCOc1cc(/C=C2\CN(CC)C/C(=C\c3ccc(O)c(OCC)c3)C2=O)ccc1O	51	46	10	0.0	17	83*	10	2	-111	43	79*
27	Cc1ccc2c(c1)c1c(n2CC(O)CNC2CCCC2)CCCC1 (stereo unspecified)	0	5	3	6.3	6	14	19	-9	-35	18	-15
28	CCOc1ccc(CNC(=O)CS(=O)(=O)Cc2nc(-c3ccc(OC)cc3)oc2C)cc1	-1	-7	-8	6.5	-11	-10	2	14	3	-21	13
29	Cc1ccc(Cn2nnc3c(=O)[nH]c(C4CCN(C(=O)c5cccs5)CC4)nc32)cc1	-15	14	-5	0.5	-4	-3	5	0	-1	-5	10
30	Cc1nnc(SCc2cccc(Cl)c2)n(N)c1=O	5	-10	1	-0.5	4	-7	-4	7	8	-1	-22
31	COc1ccccc1N1CCN(C(=O)CSc2nc3ccccc3o2)CC1	-43	44	-7	-0.4	-2	1	-48	2	-1	-17	-1
32	CCOC(=O)c1nc(NNC(=O)c2ccc([N+](=O)[O-])cc2)sc1C	18	37	-16	-4.4	3	1	20	3	38	24	6
33	COc1cc(/C=N/NC(=O)Cn2nnc3ccccc32)ccc1O	-14	-7	-3	-1.0	-11	-1	2	-1	2	-2	4
34	COC(=O)C1=CN(Cc2ccc(OC)c(OC)c2)C=C(C(=O)OC)C1c1ccc(F)cc1	3	7	-11	-2.4	-1	-4	-3	12	6	-1	2
35	COc1ccc(NC(=O)COC(=O)c2ccc(F)cc2F)cc1	2	-6	6	-1.9	-2	0	-33	12	1	-2	-8
36	CCc1ccccc1NC(=O)CCNS(=O)(=O)c1ccc2c(c1)CCC(=O)N2	6	18	0	-1.1	-7	-3	-25	-1	-3	4	6
37	C/C(=N\Nc1cc(N2CCOCC2)ncn1)c1ccccc1	-110	-138	-20	2.5	-4	-5	-72	1	-17	-127	-16
38	O=C(c1ccccc1Sc1ccc([N+](=O)[O-])cc1Cl)N1CCOCC1	2	17	-2	-0.2	7	3	14	5	-6	0	4
39	CC[C@@H](C)C(NC(=O)OC(C)(C)C)c1cn([C@@H](Cc2cc3ccccc3[nH]2)C(=O)N2CCN(C(=O)OC(C)(C)C)CC2)nn1 (stereo partly specified)	-1	19	4	-2.3	7	5	15	5	-2	8	-8
40	Cc1cc(Oc2ccc(N)cn2)ccc1Cl	-7	-3	/	2.8	4	-6	9	-2	-11	12	9
41	O=C(CCCOc1ccc(Cl)cc1Cl)N/N=C/c1ccc(Cl)cc1	-20	14	5	9.8*	-10	-6	-40	4	-7	-12	-3
42	Cc1cccc(-n2c(SCC(=O)Nc3cccc(S(=O)(=O)NC4=NCCCCC4)c3)nc3ccccc3c2=O)c1C	-5	-11	-10	-1.9	-9	6	-7	8	-16	27	10
43	Cc1c(-c2cc(C(=O)O)on2)cnn1C	-7	2	4	-2.4	-3	1	-26	10	-3	-2	-7
44	C=CCn1c(SCC(=O)Nc2nc(C)cs2)nnc1C(CO)NC(=O)c1ccccc1 (stereo unspecified)	-14	-1	0	-1.4	-10	6	-3	1	-1	-4	5
45	CCOc1ccc(C(=O)NCC(=O)NC(C)CCc2ccccc2)cc1OCC (stereo unspecified)	-4	-6	-9	-1.9	-6	-7	5	3	8	-5	16
46	O=C(c1ccncc1)N(c1ccc2oc3c(c2c1)CCCC3)S(=O)(=O)c1ccc(F)cc1	-2	-5	-7	0.2	-10	16	-3	2	-10	13	10
47	Cc1cc(C)n(-c2nnc3c4ccccc4n(C)c3n2)n1	-88	-129	4	-0.4	-7	6	-59	8	-6	-80	-35
48	COc1cccc(NC(=O)C2CC(=O)N(C)C(=Nc3cccc(F)c3)S2)c1 (stereo unspecified)	2	6	-8	4.1	7	5	4	-4	4	13	-11
49	COCC(=O)N/N=C\c1ccc(OC/C=C/c2ccccc2)c(OC)c1	0	3	4	0.1	3	3	-24	8	/	-4	2
50	O=[N+]([O-])c1ccc(C2(O)CN(c3ccccc3)C3=[N+]2CCS3)cc1 (stereo unspecified)	-11	-2	13	-1.6	-7	-7	6	2	-3	5	-14
51	CC(C)NC(=O)Cn1nnc(-c2ccc(Cl)cc2)n1	9	9	12	0.4	-3	-4	-3	4	4	-4	-10
52	O=C1CC(c2ccsc2)c2ccc3ccccc3c2N1 (stereo unspecified)	2	-6	-9	-2.8	4	0	-32	-1	-3	-13	-5
53	COc1ccccc1CNC(=O)C1CCN(S(=O)(=O)N2CCCCC2)CC1	-13	11	-3	-0.2	-11	4	20	3	-1	-3	-3
54	Cc1ccc(SCc2nc3ccccc3n2CC(=O)Nc2c(C)cccc2C)cc1	-23	-11	-7	-2.2	8	-9	-11	10	6	11	-2
55	CCn1c(CC(=O)Nc2ccc(F)cc2)nnc1SCC(=O)NC1=NCCS1	2	12	-1	-0.9	-10	1	-26	5	-8	2	3
56	COc1ccc(C(O)C(O)(C(=O)OC(C)C)c2ccc(C)cc2)cc1 (stereo unspecified)	/	19	/	/	-9	-5	2	/	/	/	-2
57	C=CCN1c2ccccc2[C@]23C[C@@H](C(=O)OC)N(C(=O)NC4CCCC4)C2=NC(C(=O)OC)=C(C(=O)OC)[C@H]13	-1	-3	4	-0.5	-18	1	1	4	6	-3	2
58	CCOc1cc(C(=S)N2CCOCC2)ccc1OS(=O)(=O)c1ccc(NC(C)=O)cc1	18	28	1	-1.8	-4	4	24	-3	9	32	48*
